# esBAF inh: inhibitors of esBAF chromatin remodeling in mouse ES cells; AID 602393; 2% of 350,000 active; Bmi1-luciferase knock-in reporter, 24 h; 100% = twice the neutral-well signal; reporter increase, % at 12.5 µM; in the data active = activation above about 40%;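 also: 0% = median of the plate's neutral control wells and 100% = double that signal; a rise in the Bmi1 reporter signal indicates esBAF inhibition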
# RAD52 anneal inh: inhibitors of human RAD52 DNA annealing; inhibition, % at 18.7 µM; recombinant RAD52 DNA annealing, FRET fluorescence; 0.46% of 360,000 active; AID 651710; P43351;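 active = every replicate showing at least 50% inhibition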
# Target sequence (P43351 whole entry, looked up): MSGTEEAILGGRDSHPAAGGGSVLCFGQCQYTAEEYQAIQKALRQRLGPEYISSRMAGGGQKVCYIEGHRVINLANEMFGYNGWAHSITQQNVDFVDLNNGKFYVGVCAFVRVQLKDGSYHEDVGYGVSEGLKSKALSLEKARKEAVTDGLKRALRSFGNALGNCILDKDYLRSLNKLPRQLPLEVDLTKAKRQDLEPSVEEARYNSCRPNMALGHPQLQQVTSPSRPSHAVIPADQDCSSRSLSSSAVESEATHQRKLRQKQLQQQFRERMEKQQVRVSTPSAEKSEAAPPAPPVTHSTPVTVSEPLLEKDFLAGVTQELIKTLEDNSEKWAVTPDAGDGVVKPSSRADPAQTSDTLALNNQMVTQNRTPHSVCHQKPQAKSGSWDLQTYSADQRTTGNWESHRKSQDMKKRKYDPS
# RAD54 inh: inhibitors of human RAD54 branch migration. 0.14% of 360,000 active. RAD54 Holliday junction branch migration, FAM/BHQ fluorescence. Q92698. inhibition, % at 10.4 µM;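 active = mean normalized replicate activity at least 40 and at least half of replicates scoring 40 or more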;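 also: 0% = median of neutral control wells and 100% = median of positive control wells; inhibitors cause a drop in the FAM fluorescence signal; in these data hits start at about 50%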
# PglD inh: blocks C. jejuni PglD acetyltransferase activity; purified PglD enzyme, DTNB colorimetric CoA detection; inhibition, % at 12.5 µM; 0.098% of 360,000 active; AID 602405; in the data active = inhibition above about 16%, passing the limit was not always enough; also: strong numbers were not always called active
# ARNT TACC3 PPI: ARNT/TACC3 interaction disruption; Q9Y6A5; AlphaScreen His-ARNT PAS-B/GST-TACC3 binding, luminescence; TACC3 fragment carries E629A point mutation; inhibition, % at 9.99 µM; 0.66% of 390,000 active;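 active = mean inhibition of replicates at least 50% and at least half of replicates each reaching 50%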;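 also: 0% = complete ARNT plus TACC3 wells and 100% = ARNT alone without TACC3; many hits fall short of the cut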
# ERp5 block: inhibitors of human ERp5; Q15084; ERp5 insulin aggregation, absorbance 650 nm, 90 min; inhibition, % at 9.99 µM; 0.05% of 350,000 active;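 active = mean replicate inhibition above about 25%, with every replicate also reaching it, limit read from the data, passing the limit was not always enough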
# Target sequence (Q15084 whole entry, looked up): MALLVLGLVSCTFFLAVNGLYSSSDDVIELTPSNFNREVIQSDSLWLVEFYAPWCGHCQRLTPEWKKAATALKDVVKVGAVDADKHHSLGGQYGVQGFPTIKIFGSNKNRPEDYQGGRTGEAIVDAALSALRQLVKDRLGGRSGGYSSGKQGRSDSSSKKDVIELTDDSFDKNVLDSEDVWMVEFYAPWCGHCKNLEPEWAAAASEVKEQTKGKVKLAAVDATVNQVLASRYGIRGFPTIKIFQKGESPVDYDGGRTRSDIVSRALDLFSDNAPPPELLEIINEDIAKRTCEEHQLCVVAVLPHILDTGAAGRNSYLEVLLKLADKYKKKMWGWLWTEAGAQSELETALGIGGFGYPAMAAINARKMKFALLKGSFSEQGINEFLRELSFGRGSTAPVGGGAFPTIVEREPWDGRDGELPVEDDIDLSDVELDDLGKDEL
# E-selectin induc: induces E-selectin expression in human endothelial cells; HUVEC E-selectin immunofluorescence imaging; normalized: neutral wells 0, TNF-alpha wells 100; 0.37% of 260,000 active; P16581; activation, % at 7.58 µM; AID 686992;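 active = mean E-selectin-positive cell signal at least 10% of the positive control, reached in at least 60% of replicates, without over 20% cell loss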;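 also: in these data hits start at about 27%; measured in HUVEC primary endothelial cells; signal is the percent of cells scored E-selectin positive by PE staining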
#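 Read-out basis: % PE-positive cells; Test system: HUVEC primary endothelial cells; Technique: immunofluorescence imaging; Dosing: single-point compound dose.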
# CASP6 VEID inh: caspase-6 (human) enzyme inhibition; 0.53% of 350,000 active; purified caspase-6, Z-VEID-R110 cleavage fluorescence; inhibition, % at 12.5 µM;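 active = mean inhibition across replicates at least about 35%, with every replicate also reaching that limit, limit read from the data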;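 also: 0% = median of neutral control wells and 100% = no fluorescence left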
# * hit, by the source's call; . = no result given; & = joins results of further samples.
SMILES,esBAF inh,RAD52 anneal inh,RAD54 inh,PglD inh,ARNT TACC3 PPI,ERp5 block,E-selectin induc,CASP6 VEID inh
COc1ccc(NC(=O)N(C)C[C@@H]2OCc3cnnn3CCCC(=O)N([C@@H](C)CO)C[C@H]2C)c(OC)c1,1&-2,-8&-8,-6&-6,-3&10,-1,5&-5,0.5&0.0,-1&-1
COc1ccc(-c2csc3nc(-c4ccccc4)oc(=O)c23)cc1OC,-2,7,-2,3,-1,5,-3.0,0
COc1ccc(/C=C(\C#N)C(=O)NCc2cccs2)cc1OC,.,.,-10,-2,1,.,0.5,.
Cc1ccc(S(=O)(=O)CCC(=O)OCC(=O)N(C)c2ccccc2)cc1,5,-11,-8,-1,-3,5,-0.1,0
O=C(NCC[C@H]1CC[C@@H](NC(=O)C2CCC2)[C@@H](CO)O1)c1cnccn1,-6,10,0,3,.,-5,0.1,-4
COc1ccccc1-c1ccc([C@H]2[C@@H](CO)N(CC3CC3)C23CN(S(C)(=O)=O)C3)cc1,.,-8,.,.,.,-3,0.8,-1
Cc1cc(C)cc(Nc2nc3c(S(=O)(=O)c4ccccc4)nnn3c3ccccc23)c1,.,-9,.,.,-4,-44,.,2
O=C(CSC(=S)N1CCCC1)Nc1cc2c(cc1Br)OCCO2,31,-5,-10,1,-2,1,-3.6,2
CO[C@@H]1CN(C)C(=O)c2ccc(NC(=O)C3CC3)cc2OC[C@@H](C)N(C(=O)c2ccccc2)C[C@H]1C,3,-1,2,0,-7,-5,-0.1,1
COC(=O)[C@]12CCCCC=C1N(Cc1cccc3ccccc13)C(=O)[C@H](CC(=O)NCCCCc1ccccc1)C2,.,7,.,.,.,-7,-0.1,-1
O=C(COC(=O)CNS(=O)(=O)c1c(F)cccc1F)NC(=O)NC1CCCCC1,-5,-7,4,-1,-2,-7,-0.2,-1
O=C(O)c1ccccc1O,-2,-8,-2,9,-18,-6,-0.1,.
Cc1cccc(C)c1N1CCN(S(=O)(=O)N(C)C)CC1,2,-44,.,.,-8,7,.,1
CCCC1NC(=O)c2cccnc2-n2c1nc1cc(C)cc(C)c1c2=O (centres undefined),-2,-4,-10,1,.,-3,0.0,6
NC(=O)C1CC(=O)N(c2ccc(OCC(=O)Nc3ccc(F)cc3)cc2)C1 (centres undefined),6,-11,2,2,0,-3,.,-2
Cc1cccc(/C=N\NC(=O)c2csnn2)c1,15,.,-4,0,-1,.,.,.
FC(F)(F)c1nc(NCc2ccccc2)c2nnn(Cc3ccccc3)c2n1,-10,-7,4,-1,6,-2,.,-5
CCCSc1nnc(-c2c[nH]c3ccccc23)n1CC,5,-6,4,-2,1,-5,-0.2,-1
C[C@@H]1CN([C@H](C)CO)C(=O)c2cc(NC(=O)CCN3CCOCC3)ccc2O[C@H]1CN(C)C(=O)NC1CCCCC1,0,-9,-5,-4,-4,-2,1.7,0
C[C@@H]1CN([C@@H](C)CO)C(=O)Cc2cc(NC(=O)Nc3cccc4ccccc34)ccc2O[C@H]1CN(C)Cc1ccncc1,-3,-3,1,14,1,-1,.,-8
O=C(Nc1ccc(-n2cccn2)cc1)C1CCN(Cc2ccsc2)CC1,.,-4,14,-4,-6,1,-0.9,1
COc1ccc(/C=N/N2C(=O)CSC2=S)cc1Br,5,-29,2,4,0,-1,0.1,1
COc1ccccc1NC(=O)CN1CCN(c2ccccn2)CC1,-2,-9,.,.,2,0,.,0
COc1ccc([Si](C)(C)[C@H]2[C@H](CCO)O[C@@]3(C(=O)N(C)c4ccccc43)[C@@H]2C)cc1,.,15,-8,-2,0,3,.,0
Cc1ccc(C(=O)Nc2nn(C)c3cccc(F)c23)cc1,20,-4,-4,7,.,1,-0.1,3

# 7 entries out of the list, sorted by length of the SMILES, low to high.
SMILES,esBAF inh,RAD52 anneal inh,RAD54 inh,PglD inh,ARNT TACC3 PPI,ERp5 block,E-selectin induc,CASP6 VEID inh
O=C(O)c1ccccc1O,-2,-8,-2,9,-18,-6,-0.1,.
Cc1ccc(C(=O)Nc2nn(C)c3cccc(F)c23)cc1,20,-4,-4,7,.,1,-0.1,3
O=C(COC(=O)CNS(=O)(=O)c1c(F)cccc1F)NC(=O)NC1CCCCC1,-5,-7,4,-1,-2,-7,-0.2,-1
O=C(NCC[C@H]1CC[C@@H](NC(=O)C2CCC2)[C@@H](CO)O1)c1cnccn1,-6,10,0,3,.,-5,0.1,-4
COc1ccc(NC(=O)N(C)C[C@@H]2OCc3cnnn3CCCC(=O)N([C@@H](C)CO)C[C@H]2C)c(OC)c1,1&-2,-8&-8,-6&-6,-3&10,-1,5&-5,0.5&0.0,-1&-1
CO[C@@H]1CN(C)C(=O)c2ccc(NC(=O)C3CC3)cc2OC[C@@H](C)N(C(=O)c2ccccc2)C[C@H]1C,3,-1,2,0,-7,-5,-0.1,1
C[C@@H]1CN([C@@H](C)CO)C(=O)Cc2cc(NC(=O)Nc3cccc4ccccc34)ccc2O[C@H]1CN(C)Cc1ccncc1,-3,-3,1,14,1,-1,.,-8

# (listing goes on)
SMILES,esBAF inh,RAD52 anneal inh,RAD54 inh,PglD inh,ARNT TACC3 PPI,ERp5 block,E-selectin induc,CASP6 VEID inh
CCCCN(C(=O)c1ccc(N2C(=O)c3ccccc3C2=O)cc1)c1c(N)n(CC(C)C)c(=O)[nH]c1=O,-1,-1,-5,1,.,2,0.3,-1
C[C@@H]1CN([C@@H](C)CO)C(=O)c2cc(NC(=O)NC3CCCCC3)ccc2O[C@@H]1CN(C)Cc1ccccc1,1,3,4,1,-7,2,0.1,-1
COc1ccc(S(=O)(=O)Cc2ccc(C(=O)NC3CCC(C)CC3)o2)cc1 (centres undefined),-1,-9,-3,-3,5,6,-0.2,2
C[C@@H]1CN([C@@H](C)CO)C(=O)c2cc(NS(=O)(=O)c3ccc(Cl)cc3)ccc2O[C@@H](C)CCCCO[C@H]1CN(C)C(=O)Nc1cccc2ccccc12,1,-3,-3,0,8,-1,.,-3
COc1cccc(-c2cnc3c(c2)C(=O)N([C@H](C)CO)C[C@H](C)[C@H](CN(C)C(=O)NC2CCCC2)O3)c1,-1,11,1,-1,-5,0,-0.1,-1
C=CCSc1nnc(-c2ccccc2NC(C)=O)c(=O)[nH]1,-1,.,-13,-3,-8,.,.,.
COc1ccc(-c2cc3c(c4c2ccn4C)C2CCC3C2)cn1 (centres undefined),1,-64,5,-2,.,1,0.0,3
Cc1ccc(S(=O)(=O)OCC(=O)Nc2ccc(C(=O)O)c(O)c2)cc1,.,-56,.,.,-4,-6,.,79*
COc1cccc(CN(C)C(=O)CCC(=O)c2cc(Br)ccc2OC)c1,14,-50,1,3,-1,-5,0.0,2
C[C@H]1CCCCO[C@H](CN(C)Cc2ccncc2)[C@@H](C)CN([C@@H](C)CO)C(=O)c2cc(NC(=O)c3ccccc3)ccc2O1,-1,2,6,-3,-4,-3,-0.1,0
CC(C)NC(=O)N(C)C[C@H]1Oc2ccc(NS(C)(=O)=O)cc2C(=O)N([C@H](C)CO)C[C@@H]1C,4,0,-10,0,3,-1,.,-1
CC(C)NC(=O)N[C@@H]1C=C[C@@H](CC(=O)NCCN2CCCC2)O[C@@H]1CO,-5,-11,-6,-4,2,0,0.6,3
COc1ccccc1CCNC(=O)C(=O)NCC1OCCN1S(=O)(=O)c1ccc2c(c1)OCCO2 (centres undefined),-2,-18,2,-3,-2,6,0.2,9
C[C@H](CO)N1C[C@H](C)[C@H](CN(C)Cc2ccc(C(=O)Nc3ccccc3N)cc2)Oc2ccc(NS(=O)(=O)c3ccccc3)cc2C1=O,-20,-3,-7,0,0,-5,0.7,28
C[C@@H]1CN([C@H](C)CO)C(=O)Cc2cc(NC(=O)C3CC3)ccc2O[C@@H]1CN(C)C(=O)NC1CCCCC1,5,-2,-8,0,-16,3,-0.3,1
Cc1ccc(S(=O)(=O)Nc2ccc3c(c2)C(=O)N([C@H](C)CO)C[C@H](C)[C@H](CN(C)CC2CC2)OCCCC[C@H](C)O3)cc1,-5,5,7,2,5,0,1.3,-4
Cc1csc(NC(=O)CSc2nnc(CCNC(=O)c3cccs3)n2C)n1,2,.,1,-3,-18,.,.,.
COc1ccc(S(=O)(=O)N(C)C[C@H]2Oc3ccc(NC(=O)CCN4CCOCC4)cc3CC(=O)N([C@H](C)CO)C[C@@H]2C)cc1,6,11,-4,0,-3,8,7.6,-1
COC(=O)c1ccccc1NC(=O)CN1CCC(NC(=O)c2ccc(C)cc2)CC1,-1,-5,-6,-3,-3,1,.,3
CC(=O)Nc1ccc(C(=O)N2CC(=O)NC(=O)C2)cc1,0,-6,-10,-6,0,1,.,0
CCOc1ccc(N2CC(C(=O)Nc3cc(C)on3)CC2=O)cc1 (centres undefined),.,-5,.,.,-1,3,.,1
N#Cc1cccc(S(=O)(=O)N2CCN(c3ccnc4cc(Cl)ccc34)CC2)c1,-1,-5,3,-2,-2,0,0.0,2
CCOC(=O)C1(Cc2ccccc2)CCCN(C(=O)c2ccc(-n3ccnc3)cc2)C1 (centres undefined),21,-4,9,-1,-5,4,3.0,-2
COc1ccc(C(=O)Nc2ccc3c(c2)OC[C@@H](C)N(Cc2cocn2)C[C@@H](C)[C@@H](OC)CN(C)C3=O)cc1,3,2,-2,-2,-1,8,-0.2,-1
C[C@H]1CN([C@@H](C)CO)C(=O)c2cc(-c3cncnc3)cnc2O[C@@H]1CN(C)CC1CCCC1,-3,4,-3,1,-5,-5,0.2,4

# The listing continues.
SMILES,esBAF inh,RAD52 anneal inh,RAD54 inh,PglD inh,ARNT TACC3 PPI,ERp5 block,E-selectin induc,CASP6 VEID inh
Cc1ccccc1NC(=O)c1c2c(nc3ccccc13)CCC2,-8,-10,-1,5,8,-12,.,3
CCOc1ccc(-n2c(SCC(=O)NCc3ccco3)nc3c([nH]c4ccccc43)c2=O)cc1,0,.,-2,5,-2,.,.,.
O=C(CNS(=O)(=O)c1ccc(F)cc1)N1CCN(c2ccccc2)CC1,-2,-10,-10,4,-3,1,.,1
O=C(C[C@@H]1C[C@H]2c3cc(NC(=O)CC4CC4)ccc3O[C@H]2[C@H](CO)O1)NCC1CC1,-2,-3,3,-2,3,0,-0.2,-1
CN(C)C(CNC(=O)Cc1ccc([N+](=O)[O-])cc1)c1ccccc1 (centres undefined),3,-2,-14,-2,2,-1,-0.1,-4
NC(=O)c1c(NC(=O)Cn2nc(C(=O)O)c3ccccc3c2=O)sc2c1CCC2,1,-24,4,-1,-10,3,1.8,-1
Cc1noc(C)c1CSc1nnc2scc(-c3ccccc3)n12,-10,.,-5,-7,-2,.,.,.
CC(C)(C)NC(=O)Nc1ccc(F)c(Cl)c1,.,8,.,.,-2,0,.,-3
Cc1ccc(S(=O)(=O)NCC[C@H]2CC[C@H](NC(=O)c3cccc(F)c3)[C@@H](CO)O2)cc1,1,-6,3,-3,-7,-1,-1.4,-5
COc1ccc(-c2nc(CS(=O)CC(=O)NC3CCCCC3C)c(C)o2)cc1OC (centres undefined),-9,-13,1,-2,-23,0,.,1
O=C(NCc1ccccc1CN1CCCC1)c1cc2ccccc2o1,-10,-83,3,-6,.,2,0.4,-18
C[C@@H]1CN([C@@H](C)CO)C(=O)c2cc(NC(=O)Nc3ccc(C(F)(F)F)cc3)ccc2O[C@H]1CN(C)CC1CCCCC1,-4,-2,0,2,-4,-5,18,-1
COc1ccc(C(C)=O)cc1CSc1nc2nc(C)cc(C)n2n1,0,-6,-4,0,-4,3,4.2,0
O=C1N(Cc2ccccc2)c2ccccc2OC1(F)F,-12,-20,-5,2,.,2,-0.1,1
CC(=O)N1N=C(c2ccc(C)o2)CC1c1ccc(Br)cc1 (centres undefined),32,.,7,2,4,.,.,.
Cc1cc(=O)n2nc(N3CCCC(C(=O)NCc4ccc(F)cc4)C3)sc2n1 (centres undefined),-2,-1,13,-4,0,1,.,-2
O=C(O)CCCn1cc(NC(=O)COc2ccccc2F)cn1,4,-10,-16,-3,-2,-7,0.1,-2
Cc1ccc(-c2c[n+](CC(=O)N3c4ccccc4Sc4ccccc43)c3n2CCC3)cc1,.,45,.,.,7,1,0.7,-1
COc1c(C)cccc1C(=O)Nc1ccc(OCC(=O)N2CCOCC2)cc1C,-2,-3,3,-4,-1,3,1.2,1
CC1=Nc2cc(C(=O)N3CCCC3)ccc2Sc2c(C)ccc(C)c21,2,11,-5,3,-6,0,.,4
COc1ccccc1NC(=S)NC(C)=O,.,-2,.,.,1,4,1.5,-2

# Source: PubChem BioAssay

# Rows are unselected; about 3.2% have a hit in one of these screens.
